Screening data as filed in PubChem.
IL2 activator: activators of IL-2; IL-2 activation reporter assay, cell-based qHTS; stimulated with anti-CD3/CD4/CD28 beads; in transgenic mouse T cells; activation, % (series mostly up to about 46 µM); hit rate 0.065% among 360,000; AID 652025; in the data active = activation above about 50%; inconclusive = mostly about 30% to 49%; note: 0% is about no effect
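Unstimulated transgenic mouse T cells preincubated 60 min with compound, then stimulated with anti-CD3/anti-CD4-coated beads plus anti-CD28 for 18 h at 37 degrees C. IL-2 response read as EGFP and DsRed fluorescence by plate cytometry.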
PLK1 PBD block: blocks phosphopeptide binding to human PLK1 polo-box domain; hit rate 2.8% among 360,000; Plk1 PBD binding of FITC phosphopeptide, fluorescence polarization; Potency, µM, for inactives: max response, negative = inhibition, hits mostly inhibitors; note: potency is the fitted concentration of half-maximal effect; series mostly up to about 57 µM; % is set by controls: 0 for no effect and ±100 for the full control effect; nearly all actives have a fitted effect of over 65% in size
FUS suppressor: suppressors of FUS proteinopathy in yeast; hit rate 0.24% among 390,000; Potency, µM (top dose mostly 76.6 µM), inactives show at the highest dose growth rescue (activation), most hits filed as activators; S. cerevisiae FUS-expressing, growth rescue, OD600, 24 h;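 note: potency is the fitted concentration of half-maximal effect; plate controls were DMSO vehicle for no effect and reference control for full effect; nearly all actives have a fitted effect of over 55% in size; some results filed as inactive show a strong effect at the top dose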
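Read-out: OD at 600 nm after 24hr at 30C, reporting rescue of FUS-induced yeast toxicity. Cells at OD 0.005 in galactose (2%) minimal medium; compounds tested in a dilution series; CP55940 titration from 92uM final as control.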
EPAC1 ag: EPAC1 (human) agonism; O95398; EPAC1 agonist qHTS, biochemical assay; response scale: 100% = response to 6.5 mM cAMP; Potency, µM (doses to about 154 µM), without a hit: at the highest dose activation, most hits filed as activators; hit rate 0.073% among 360,000; AID 720707; note: potency is the fitted concentration of half-maximal effect; nearly all actives have a fitted effect of over 60% in size
Target sequence (O95398 whole entry, looked up): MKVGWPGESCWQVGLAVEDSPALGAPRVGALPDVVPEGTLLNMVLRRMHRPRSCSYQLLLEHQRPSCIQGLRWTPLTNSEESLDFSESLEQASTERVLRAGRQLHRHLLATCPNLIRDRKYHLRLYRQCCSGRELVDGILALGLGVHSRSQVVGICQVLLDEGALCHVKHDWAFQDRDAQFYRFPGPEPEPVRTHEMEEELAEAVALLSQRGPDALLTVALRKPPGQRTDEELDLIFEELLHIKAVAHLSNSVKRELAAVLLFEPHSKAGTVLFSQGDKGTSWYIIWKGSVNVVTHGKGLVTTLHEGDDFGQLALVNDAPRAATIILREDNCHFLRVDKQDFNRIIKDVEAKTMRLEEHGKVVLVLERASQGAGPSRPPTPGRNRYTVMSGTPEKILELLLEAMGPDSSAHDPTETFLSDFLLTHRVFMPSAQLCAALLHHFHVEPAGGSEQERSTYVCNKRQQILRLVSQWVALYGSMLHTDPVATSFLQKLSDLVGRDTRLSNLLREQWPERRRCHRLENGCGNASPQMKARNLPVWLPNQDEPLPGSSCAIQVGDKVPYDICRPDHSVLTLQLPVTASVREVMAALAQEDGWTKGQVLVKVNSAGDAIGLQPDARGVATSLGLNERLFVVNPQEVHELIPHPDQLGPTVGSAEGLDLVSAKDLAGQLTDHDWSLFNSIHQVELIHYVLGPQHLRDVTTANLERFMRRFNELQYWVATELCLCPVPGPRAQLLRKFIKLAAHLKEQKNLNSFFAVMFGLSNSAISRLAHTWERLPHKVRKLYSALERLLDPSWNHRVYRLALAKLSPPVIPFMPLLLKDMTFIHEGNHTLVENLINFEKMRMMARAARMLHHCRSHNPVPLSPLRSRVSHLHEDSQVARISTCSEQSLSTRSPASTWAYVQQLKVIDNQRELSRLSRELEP
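Compounds were pinned as a concentration titration into mixtures of EPAC1 (100 nM), BODIPY-GDP-loaded Rap1B (250 nM) and GDP (50 uM). After 5 min at room temperature, fluorescence was followed for 30 min; activity was scaled to 6.5 mM cAMP.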
PI5P4K alpha inh: inhibitors of human PI5P4K alpha. max response, %. P48426. AID 652105. PI5P4Kalpha enzyme, ADP-Glo luminescence, 60 min; active compounds read low. hit rate 1.2% among 330,000; active = max response of -50% or lower; inconclusive = between -30% and -50%; inactive = -30% or higher; note: value at the top dose of about 77 µM; % is set by controls: 0 for no effect and ±100 for the full control effect
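Human PI5P4Kalpha with substrate in 0.038 M HEPES pH 7.4, 0.28 mM EGTA, 0.1% CHAPS, 5% DMSO; reaction started with 5 microM ATP (final), 60 min at room temperature. ADP formed read by ADP-Glo luminescence.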
WRN inhibitor: inhibitors of human WRN helicase; WRN helicase unwinding, fluorescent forked duplex, kinetic; Potency, µM (series often up to 114 µM), without a hit: at the top dose activity change, negative = inhibition, actives largely listed as inhibitors; hit rate 0.46% among 360,000; Q14191; AID 651768; note: potency is the fitted concentration of half-maximal effect; % is set by controls: 0 for no effect and ±100 for the full control effect; nearly all actives have a fitted effect of over 55% in size
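Fluorescence dequenching readout, ex 525 nm/em 598 nm, kinetic mode: forked duplex DNA (100 nM final) with adjacent fluorophore and quencher unwound by WRN (20 nM final) with 2 mM ATP. Compound preincubation 15 min, room temperature.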
Abeta rescue: compounds reversing amyloid beta toxicity in yeast. yeast expressing A-beta42, growth rescue, OD600, 48 h; response scale: 0% DMSO, 100% iron-clioquinol control. hit rate 0.063% among 410,000. Potency, µM (highest dose often 46.1 µM), for the others: top-dose growth rescue, most hits filed as activators; note: potency is the fitted concentration of half-maximal effect; nearly all actives have a fitted effect of over 55% in size
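Yeast growth medium received pinned compounds, then yeast cells expressing toxic A-beta were added; plates incubated at 30 C for 48 hr. Growth read as absorbance at 600 nm, normalized to DMSO and equimolar FeCl3 plus clioquinol controls.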
EPAC1 antagonist: EPAC1 (human) antagonism; EPAC1 GEF assay, Rap1b-BODIPY-GDP exchange fluorescence; hit rate 0.14% among 360,000; O95398; Potency, µM (series often up to 115 µM), inactives show at the highest dose activity change, negative = inhibition, usual class: inhibitors;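 note: potency is the fitted concentration of half-maximal effect; plate controls were vehicle for no effect and positive control for full effect; nearly all actives have a fitted effect of over 50% in size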
Numbers without * were called inactive; [ ] = remark or other dose. Unless noted, calls come from the whole dose curve; as a rule, active = well fitted curve in the direction sought with a large enough effect; inconclusive = small, poorly fitted or top-dose-only effect, or another doubt; inactive = no such curve, though single readings can be large; an effect the other way counts as inactive or inconclusive. Not a hit list (roughly 4.1% active in at least one column).

Results for COc1ccc(CNC(=O)c2ccc(Cn3nc(C)c([N+](=O)[O-])c3C)o2)cc1 ?
IL2 activator: -3.7; PLK1 PBD block: -1%; FUS suppressor: 19%; EPAC1 ag: -3%; PI5P4K alpha inh: -4; WRN inhibitor: -6%; Abeta rescue: inconclusive; EPAC1 antagonist: -5%

Results for COc1cccc(CNc2nc3cc(-c4ccccc4C)sc3c(=O)n2C)c1 ?
IL2 activator: -0.7; PLK1 PBD block: -7%; FUS suppressor: inconclusive; EPAC1 ag: -4%; PI5P4K alpha inh: 32; WRN inhibitor: -8%; Abeta rescue: 29%; EPAC1 antagonist: -9%

Results for COc1ccc(C(=O)OCC(=O)Nc2cc(C)c(C)cc2[N+](=O)[O-])cc1 ?
IL2 activator: 2.8; PLK1 PBD block: -10%; FUS suppressor: -31%; EPAC1 ag: 14%; PI5P4K alpha inh: 1; WRN inhibitor: 0%; Abeta rescue: -19%; EPAC1 antagonist: -5%

What do the screens show for `COc1ccc(/C=N\NC(=O)c2ccccc2[N+](=O)[O-])cc1COc1c(F)c(F)c(F)c(F)c1F`?
IL2 activator: -1.0; PLK1 PBD block: -7%; FUS suppressor: 21%; EPAC1 ag: -3%; PI5P4K alpha inh: -3; WRN inhibitor: -22%; Abeta rescue: 26%; EPAC1 antagonist: -13%

What do the screens show for `COc1ccc(CNC(=O)c2sc(=O)n(Cc3ccc(C)cc3)c2C)cc1`?
IL2 activator: -1.0; PLK1 PBD block: -6%; FUS suppressor: -19%; EPAC1 ag: 0%; PI5P4K alpha inh: 8; WRN inhibitor: -6%[57.1 µM]; Abeta rescue: -10%; EPAC1 antagonist: -22%

How did Cc1nc(Cl)c(Cl)n1CCOc1ccccc1 do in these assays?
IL2 activator: -1.0; PLK1 PBD block: 3%; FUS suppressor: -14%; EPAC1 ag: -1%; PI5P4K alpha inh: 0; WRN inhibitor: 4%; Abeta rescue: 13%; EPAC1 antagonist: 6%

What do the screens show for `COCCNC(=O)C1Cc2c(-c3cccc(NC(C)=O)c3)ccnc2O1` (stereo unspecified)?
IL2 activator: 0.5; PLK1 PBD block: -4%; FUS suppressor: -15%; EPAC1 ag: 15%; PI5P4K alpha inh: inconclusive; WRN inhibitor: -7%; Abeta rescue: 12%; EPAC1 antagonist: -28%

Results for COc1ccc(N2CCN(CCCNC(=O)C(=O)c3c[nH]c4ccccc34)CC2)cc1 ?
IL2 activator: -5.0; PLK1 PBD block: -6%; FUS suppressor: 22%; EPAC1 ag: -6%; PI5P4K alpha inh: 17; WRN inhibitor: -24%; Abeta rescue: -3%; EPAC1 antagonist: -18%

What do the screens show for `O=C(NCCc1c[nH]c2ccccc12)OCCSS(=O)(=O)O`?
IL2 activator: -2.4; PLK1 PBD block: -28%; FUS suppressor: -17%; EPAC1 ag: 5%; PI5P4K alpha inh: -15; WRN inhibitor: -9%; Abeta rescue: 0%; EPAC1 antagonist: -1%

Results for CCN(Cc1ccccc1)S(=O)(=O)c1ccc(C(=O)N(CCCN(C)C)c2nc3ccc(F)cc3s2)cc1 ?
IL2 activator: -4.0; PLK1 PBD block: 0%; FUS suppressor: inconclusive; EPAC1 ag: 8%; PI5P4K alpha inh: 3; WRN inhibitor: -12%; Abeta rescue: -9%; EPAC1 antagonist: -20%

Results for CC1CN(Cc2nc3c(c(=O)[nH]c(=O)n3C)n2CC(N)=O)CC(C)O1 (stereo unspecified) ?
IL2 activator: -1.0; PLK1 PBD block: 7%; FUS suppressor: -27%; EPAC1 ag: 7%; PI5P4K alpha inh: 2; WRN inhibitor: -4%; Abeta rescue: 11%; EPAC1 antagonist: -3%

Results for CC(=O)N(c1nnc(-c2cccc(C)c2)s1)C1CCCC1 ?
IL2 activator: 0.0; PLK1 PBD block: -2%; FUS suppressor: 17%; EPAC1 ag: 12%; PI5P4K alpha inh: -1; WRN inhibitor: -13%; Abeta rescue: 5%; EPAC1 antagonist: -8%

What do the screens show for `O=C(O)c1cccc(NC2=C(N3CCOCC3)C(=O)c3ccccc3C2=O)c1`?
IL2 activator: -4.7; PLK1 PBD block: -18%; FUS suppressor: 15%; EPAC1 ag: 1%; PI5P4K alpha inh: -10; WRN inhibitor: -6%; Abeta rescue: 5%; EPAC1 antagonist: -15%

What do the screens show for `Cc1ccccc1CC(=O)NC1CCN(C)CC1`?
IL2 activator: -1.2; PLK1 PBD block: 0%; FUS suppressor: -11%; EPAC1 ag: 6%; PI5P4K alpha inh: -3; WRN inhibitor: -3%; Abeta rescue: 5%; EPAC1 antagonist: -5%

What do the screens show for `CC1CCCN(c2ccc(N)cc2C(N)=O)C1` (stereo unspecified)?
IL2 activator: -2.0; PLK1 PBD block: -11%; FUS suppressor: -1%; EPAC1 ag: 0%; PI5P4K alpha inh: 0; WRN inhibitor: -26%[57.1 µM]; Abeta rescue: -6%; EPAC1 antagonist: -10%

What do the screens show for `CCCOc1ccc(-c2c(C(=O)N/N=C/c3ccccc3)nnn2-c2nonc2N)cc1`?
IL2 activator: 0.2; PLK1 PBD block: -7%; FUS suppressor: 17%; EPAC1 ag: -11%; PI5P4K alpha inh: -6; WRN inhibitor: -6%; Abeta rescue: 1%; EPAC1 antagonist: -25%

What do the screens show for `COc1ccc(NC(=O)CN(C)CC(=O)N2CC(=O)Nc3ccccc32)cc1`?
IL2 activator: 0.5; PLK1 PBD block: -12%; FUS suppressor: -4%; EPAC1 ag: 7%; PI5P4K alpha inh: 4; WRN inhibitor: -1%; Abeta rescue: 1%; EPAC1 antagonist: -13%

What do the screens show for `Cc1cc(NC(=O)CSc2[nH]c(=O)cc(C(F)(F)F)c2C#N)no1`?
IL2 activator: 0.4; PLK1 PBD block: -2%; FUS suppressor: -8%; EPAC1 ag: -6%; PI5P4K alpha inh: -75*; WRN inhibitor: -9%; Abeta rescue: 0%; EPAC1 antagonist: 0%

Results for O=C(O)CCN1CCc2ccccc21 ?
IL2 activator: -0.3; PLK1 PBD block: -5%; FUS suppressor: 40%; EPAC1 ag: 9%; PI5P4K alpha inh: 4; WRN inhibitor: -14%[57.1 µM]; Abeta rescue: 10%; EPAC1 antagonist: -28%

Results for COc1ccc(Cc2nnc(SCC(=O)c3ccc(OC)cc3)o2)cc1 ?
IL2 activator: 1.3; PLK1 PBD block: 1%; FUS suppressor: 3%; EPAC1 ag: 9%; WRN inhibitor: -2%; Abeta rescue: 31%; EPAC1 antagonist: 7%

What do the screens show for `C=C1C[C@@H]2C[C@@H]2CN(S(=O)(=O)c2ccc(C)cc2)[C@@H]1c1ccco1`?
IL2 activator: -0.5; PLK1 PBD block: -15%; FUS suppressor: 22%; EPAC1 ag: -7%; PI5P4K alpha inh: -12; WRN inhibitor: -16%; Abeta rescue: 8%; EPAC1 antagonist: -19%

How did COc1cc(OC)nc(Nc2nc(C(N)Cc3ccc(F)cc3)cs2)n1 (stereo unspecified) do in these assays?
IL2 activator: -0.6; PLK1 PBD block: -10%; FUS suppressor: 9%; EPAC1 ag: -3%; PI5P4K alpha inh: 13; WRN inhibitor: 1%; Abeta rescue: -4%; EPAC1 antagonist: 3%

Results for COc1ccccc1C(=O)Nc1cc(Cl)ccc1O ?
IL2 activator: -0.3; PLK1 PBD block: 2%; FUS suppressor: 43%; EPAC1 ag: 5%; PI5P4K alpha inh: 2; WRN inhibitor: -15%; Abeta rescue: -7%; EPAC1 antagonist: 7%

Results for CC1(C)CC(CC(=O)NC(=S)Nc2ccc([N+](=O)[O-])cc2)C(=O)O1 (stereo unspecified) ?
IL2 activator: -2.6; PLK1 PBD block: -15%; FUS suppressor: 16%; EPAC1 ag: -15%; PI5P4K alpha inh: -3; WRN inhibitor: 2%; Abeta rescue: 3%; EPAC1 antagonist: 13%

No new results follow: entries from further up.
Results for COc1ccccc1C(=O)Nc1cc(Cl)ccc1O ?
IL2 activator: -0.3; PLK1 PBD block: 2%; FUS suppressor: 43%; EPAC1 ag: 5%; PI5P4K alpha inh: 2; WRN inhibitor: -15%; Abeta rescue: -7%; EPAC1 antagonist: 7%

Results for CC1(C)CC(CC(=O)NC(=S)Nc2ccc([N+](=O)[O-])cc2)C(=O)O1 (stereo unspecified) ?
IL2 activator: -2.6; PLK1 PBD block: -15%; FUS suppressor: 16%; EPAC1 ag: -15%; PI5P4K alpha inh: -3; WRN inhibitor: 2%; Abeta rescue: 3%; EPAC1 antagonist: 13%

Further entries:
What do the screens show for `CCOC(=O)c1sc(N(C)C)nc1-c1ccccc1`?
IL2 activator: -3.0; PLK1 PBD block: inconclusive; FUS suppressor: 2%; EPAC1 ag: -3%; PI5P4K alpha inh: -1; WRN inhibitor: 4%; Abeta rescue: -3%; EPAC1 antagonist: 10%

How did Cc1occc1-c1nnc(SCC(N)=O)o1 do in these assays?
IL2 activator: 0.2; PLK1 PBD block: -5%; FUS suppressor: 5%; EPAC1 ag: 0%; PI5P4K alpha inh: 0; WRN inhibitor: 3%; Abeta rescue: -14%; EPAC1 antagonist: -18%

What do the screens show for `CC(C)CC(c1nnnn1CC1CCCO1)N1CCN(c2nc3ccccc3s2)CC1` (stereo unspecified)?
IL2 activator: -0.3; PLK1 PBD block: 1%; FUS suppressor: 18%; EPAC1 ag: 3%; PI5P4K alpha inh: 8; WRN inhibitor: -2%; Abeta rescue: 12%; EPAC1 antagonist: 3%

Results for CN(C)c1ccc(NC(=O)CN2CCC(O)(c3ccccc3)CC2)cc1 ?
IL2 activator: 0.1; PLK1 PBD block: -5%; FUS suppressor: 18%; EPAC1 ag: -3%; PI5P4K alpha inh: -3; WRN inhibitor: 6%; Abeta rescue: 0%; EPAC1 antagonist: 3%

Results for [O-][n+]1ccccc1SC/C=C/c1ccccc1 ?
IL2 activator: -1.6; PLK1 PBD block: -1%; FUS suppressor: 4%; EPAC1 ag: -3%; PI5P4K alpha inh: 1; WRN inhibitor: 12%; Abeta rescue: -28%; EPAC1 antagonist: 19%

What do the screens show for `CCN1CC(CN(C)Cc2cn(-c3ccc(C)cc3)nc2-c2ccc(F)cc2)CC1=O` (stereo unspecified)?
IL2 activator: -1.1; PLK1 PBD block: -6%; FUS suppressor: 11%; EPAC1 ag: -4%; PI5P4K alpha inh: 8; WRN inhibitor: 3%; Abeta rescue: 5%; EPAC1 antagonist: -3%

How did O=C(Nc1cccc([N+](=O)[O-])c1)C1C2CC/C=C\CCC21 (stereo unspecified) do in these assays?
IL2 activator: -0.2; PLK1 PBD block: -9%; FUS suppressor: 3%; EPAC1 ag: 5%; PI5P4K alpha inh: -17; WRN inhibitor: -12%; Abeta rescue: -5%; EPAC1 antagonist: -1%
